NR1D1 modulator: Rev-erb alpha (human) modulation; AID 1259318; Rev-erbα–FITC-DNA binding, fluorescence polarization, 90 min; activity, % at 10 µM; 0.79% of 370,000 active;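 active means activity above about 14%, limit read from the data; passing the limit was not always enough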;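 further: 0% = DMSO wells with 35 nM protein and 100% = DMSO wells with 750 nM protein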
PLC-gamma1 inh: blocks human PLC-gamma1 enzyme activity; P19174; purified PLC-gamma1, fluorogenic substrate, fluorescence; inhibition, % at 12.2 µM; 0.84% of 370,000 active; AID 720700; in the data active means inhibition above about 9.5%
hcDAF-12 act: activates DAF-12 receptor from parasite H. contortus. HEK293 hcDAF-12 lit1-tk-luc reporter, luminescence; 0% DMSO, 100% Δ7-dafachronic acid. activation, % at 6.8 µM. 1.4% of 370,000 active;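 active means activation above the mean of all tested compounds plus 3 SD, cut at about 5.5% in these data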;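 further: 100% = response to 3 µM Δ7-dafachronic acid high control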
hgDAF-12 ag: agonists of H. glycines DAF-12 nuclear receptor. HEK293 GAL4-hgDAF12 UAS-luciferase reporter, agonist luminescence; normalized to butyrate control. activation, % at 6.8 µM. 1.8% of 370,000 active. AID 687014;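 active means activation above a cutoff set at the mean of all screened compounds plus 3 SD, cut at about 10% in these data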;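 further: 0% = DMSO wells and 100% = sodium butyrate wells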
DAX1 inh-1: inhibitors of DAX1 repression of SF-1 activated StAR promoter; HEK293T StAR-luciferase reporter, SF-1/DAX-1 repression relief; inhibition, % at 6.8 µM; 1.1% of 370,000 active; AID 652010;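 active means inhibition above the mean over all tested compounds plus 3 SD, cut at about 3.6% in these data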;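 further: 0% = DAX-1 cells with DMSO and 100% = cells lacking DAX-1 with DMSO; higher inhibition means more luminescence from relief of DAX-1 repression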
ssDAF12 agonist: S. stercoralis DAF-12 activation, primary screen | activation, % at 6.8 µM | AID 652126 | 1% of 370,000 active | HEK293 ssDAF-12/GRIP1 lit1-tk-luc reporter, luminescence; % of 3 µM dafachronic acid response;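 active means activation above the mean over all tested compounds plus 3 SD, cut at about 0.9% in these data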;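 further: 0% = DMSO-only wells and 100% = 3 µM delta7-dafachronic acid wells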
DAX1 inh-2: inhibits human nuclear receptor DAX1; P51843; HEK293 Gal4-DAX1 luciferase reporter, luminescence; inhibition, % at 6.75 µM; 0.99% of 340,000 active; AID 504766;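 active means inhibition above the mean over all tested compounds plus 3 SD, cut at about 4.2% in these data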;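 further: 0% = DAX1-transfected cells with DMSO and 100% = empty-vector control cells with DMSO; inhibition shows as a rise in luminescence from relieved DAX1 repression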
PLC-beta3 inh: PLC-beta3 (human) inhibition, primary screen; Q01970; Purified PLC-beta3, fluorogenic substrate, fluorescence; inhibition, % at 12.2 µM; 0.18% of 370,000 active; AID 720704; in the data active means inhibition above about 11%;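 further: 0% = median of compound wells on plate and 100% = full blocker control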
Target sequence (Q01970 whole entry, looked up): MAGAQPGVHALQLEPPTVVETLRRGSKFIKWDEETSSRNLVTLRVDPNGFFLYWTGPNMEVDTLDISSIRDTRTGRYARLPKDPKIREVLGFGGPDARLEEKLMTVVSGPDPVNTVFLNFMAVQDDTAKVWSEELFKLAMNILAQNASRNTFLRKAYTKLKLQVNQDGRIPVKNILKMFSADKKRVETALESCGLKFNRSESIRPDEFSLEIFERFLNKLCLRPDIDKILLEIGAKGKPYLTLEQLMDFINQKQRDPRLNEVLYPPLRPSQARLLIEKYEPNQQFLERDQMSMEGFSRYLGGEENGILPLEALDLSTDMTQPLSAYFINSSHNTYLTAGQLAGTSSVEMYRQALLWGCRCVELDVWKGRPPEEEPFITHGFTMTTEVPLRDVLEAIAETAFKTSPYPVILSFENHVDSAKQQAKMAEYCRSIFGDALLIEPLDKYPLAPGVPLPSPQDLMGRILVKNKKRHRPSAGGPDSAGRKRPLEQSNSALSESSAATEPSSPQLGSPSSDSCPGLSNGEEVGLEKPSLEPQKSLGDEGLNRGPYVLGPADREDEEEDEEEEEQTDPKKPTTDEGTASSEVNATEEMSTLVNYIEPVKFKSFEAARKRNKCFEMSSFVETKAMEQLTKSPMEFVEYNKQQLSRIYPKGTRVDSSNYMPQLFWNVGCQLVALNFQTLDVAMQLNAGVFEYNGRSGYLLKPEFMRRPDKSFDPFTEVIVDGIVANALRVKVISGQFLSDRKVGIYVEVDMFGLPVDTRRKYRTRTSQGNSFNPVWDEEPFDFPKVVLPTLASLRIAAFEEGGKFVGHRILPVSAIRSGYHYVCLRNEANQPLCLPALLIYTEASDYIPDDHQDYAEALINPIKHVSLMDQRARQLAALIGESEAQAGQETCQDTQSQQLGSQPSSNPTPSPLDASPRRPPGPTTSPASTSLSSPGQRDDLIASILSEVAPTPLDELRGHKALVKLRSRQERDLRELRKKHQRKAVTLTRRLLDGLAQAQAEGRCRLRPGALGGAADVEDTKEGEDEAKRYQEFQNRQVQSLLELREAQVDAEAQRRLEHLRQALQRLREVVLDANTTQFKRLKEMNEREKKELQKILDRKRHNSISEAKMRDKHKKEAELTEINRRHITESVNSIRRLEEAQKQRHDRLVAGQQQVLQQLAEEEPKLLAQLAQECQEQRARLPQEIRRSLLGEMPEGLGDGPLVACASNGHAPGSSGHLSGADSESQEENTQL
MBD2 inh: inhibitors of human MBD2 binding to methylated oligonucleotide. 0.31% of 370,000 active. inhibition, % at 4.4 µM. Q9UBB5. TR-FRET; in the data active means inhibition above about 13%
SMARCA2 act: SMARCA2 function activation, primary screen | 1% of 370,000 active | AID 652017 | activation, % at 9.1 µM | MG213 cells, MMTV-luciferase reporter, dexamethasone, overnight; in the data active means activation above about 7.8%;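 further: 0% = vehicle wells and 100% = reference activator wells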
ADAM17 inh: ADAM17 inhibition, QFRET primary screen; P78536; recombinant ADAM17, EDANS/DABCYL FRET peptide cleavage; inhibition, % at 6.95 µM; 0.83% of 370,000 active;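 active means inhibition above the mean of compounds lying between control limits plus 3 SD, set per campaign, cut at about 8.5% in these data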;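 further: 0% = DMSO-only wells as the low control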
* = called active by the depositor; i = inactive; nt = no result given.

SMILES	NR1D1 modulator	PLC-gamma1 inh	hcDAF-12 act	hgDAF-12 ag	DAX1 inh-1	ssDAF12 agonist	DAX1 inh-2	PLC-beta3 inh	MBD2 inh	SMARCA2 act	ADAM17 inh
CCOc1ccc(CSC2=NCCN2)cc1[N+](=O)[O-]	-6	2	-2.6	1.8	1.4	-0.9	-0.2	3	4	0	2
CC(C)NC(=O)c1cc(C2CCCCN2C(=O)c2ccc(C#N)cc2)on1 (centres undefined)	-1	1	-0.3	-0.1	-0.4	-1.0	nt	5	-2	-2	-1
S=c1[nH]nc(COc2ccccc2)n1/N=C/C(Cl)=C/c1ccccc1	4	4	-1.3	-1.2	-1.0	-1.4	-0.1	0	1	1	5
N#Cc1[nH]nc2nc[nH]c(=O)c12	-4	4	0.0	-2.8	1.4	-1.7	nt	1	-1	-4	-1
CCN(CC(=O)NCc1ccc(Cl)cc1)C(=O)COc1ccc(Cl)cc1Br	3	6	1.6	-2.0	1.0	-1.3	-0.5	-7	4	-3	0
COc1ccc(NC(=O)CSc2nc3ccccc3nc2N2CCCC2)cc1	0	-5	-1.0	-1.9	0.4	-1.3	0.8	-9	-3	-2	-5
Cc1cccc(NC(=O)c2ccc(C3SCC(=O)N3CCc3ccccc3)cc2)c1C (centres undefined)	-2	2	-3.0	-3.8	-1.8	-1.0	0.5	0	1	-4	1
O=C(NCc1ccc(Cl)cc1)N1CCOCC1	-1	2	-1.3	0.5	0.2	-1.5	0.1	-4	-1	-2	-1
CCCNc1c(NC(=O)C2CCC(C)CC2)c(=O)oc2ccccc12 (centres undefined)	1	-2	-1.8	-1.1	0.0	-0.1	0.0	-5	-3	-2	-2
Cn1cnnc1SCC(=O)NCc1ccccc1	-5	-1	0.8	12*	0.8	-1.8	-0.5	0	1	1	-1
COc1ccc(-c2noc(CCC(=O)N3CCN(c4ccc(F)cc4)CC3)n2)cc1	-6	1	0.9	0.6	0.2	-0.8	-1.4	-1	3	-4	-7
O=C(c1ccc(OC2CCN(CCc3ccccc3)CC2)cc1)N1CCCC(CO)C1 (centres undefined)	-3	8	-1.2	-1.6	0.2	-1.8	-1.4	-2	-2	-2	3
COCCCNC(=S)NCCNc1nc2cc(C)cc(C)c2cc1C#N	2	-81	0.6	-1.7	-0.4	-1.8	1.2	-124	3	0	-88
O=[N+]([O-])c1cc(/C=N/N/C(=N/c2ccccn2)c2ccccn2)ccc1O	4	-3	5.4	10	0.5	-0.6	1.0	2	-4	4	-1
CCOC(=O)c1nn(-c2ccc(OCC)cc2)c2nc(-c3ccco3)c(C#N)c(=O)n12	7	-24	-1.5	4.0	-0.1	-1.4	0.5	-25	5	0	1
OCc1nc2nc(Cl)c(Cl)nc2[nH]1	0	-5	0.8	-0.8	0.1	-1.6	1.2	-11	0	-2	-21
Cc1ccc2[nH]c(=O)c3cc(C(=O)N(C)c4ccccc4C)sc3c2c1	11	-3	-0.8	-0.1	0.0	-1.1	1.7	-6	1	-3	-1
CNc1ncnc2sc(-c3ccccc3)cc12	3	-19	-0.9	0.1	-0.3	-1.5	-0.8	-40	0	-1	-84
NNC(=O)C(=O)NCCCN1CCOCC1	2	0	2.0	-3.2	-0.2	-1.4	5.7*	3	3	-3	-1
Cn1c(N)c(C(=O)CCc2ccccc2)c(=O)n(C)c1=O	-4	3	10*	21*	4.5*	0.7	nt	1	2	8.1*	1
C=CCn1c(COc2ccccc2F)nnc1SCC(=O)Nc1cc2oc3ccccc3c2cc1OC	1	2	-1.3	0.7	0.2	-0.8	-0.4	2	1	2	-1
COc1cccc(CN(C)Cc2cc(=O)oc3cc(O)c(Cl)cc23)c1	-2	i	0.2	-0.1	0.1	-1.1	0.9	i	1	-3	i
COc1cc(Cl)ccc1OCc1cc(C(=O)N(C)CC2CCCCO2)no1 (centres undefined)	1	-1	1.6	12*	0.3	-1.0	1.4	-12	-1	6	-1
N#Cc1cc2c(ccc3ccccc32)oc1=O	1	-279	1.4	1.0	-0.1	-0.6	0.1	-308	1	-2	-282
Cc1ccc(S(=O)(=O)NCC(=O)OCC(=O)Nc2ccc(C)c(S(=O)(=O)N3CCOCC3)c2)cc1	-1	1	-0.2	-3.7	0.6	-1.3	0.3	0	-4	-4	6
Cc1cc(OC(=O)NCCc2ccc(F)cc2)ccc1F	-3	2	-1.9	0.8	-0.8	-1.4	nt	2	-6	1	4
CCc1ccc(NC(=O)N(CCCN2CCOCC2)C(C)c2cc3cccc(OC)c3o2)cc1 (centres undefined)	-1	1	-1.9	-1.4	0.0	-0.6	0.6	4	1	2	-2
CCOC(=O)Cn1cc(CN2C(C(=O)OC)CN(Cc3ccc(F)cc3)CCS2(=O)=O)nn1 (centres undefined)	3	1	-0.3	-0.3	-0.2	-1.6	nt	3	4	2	2
O=C(CSc1nnc(-c2ccco2)o1)NC(=O)Cc1ccccc1	-1	1	-1.1	-3.4	0.1	-1.1	1.2	-1	-5	-4	1
COC(=O)c1ccc2[nH]cc(CCO)c2c1	-1	0	-0.1	-0.2	0.3	-1.3	0.6	1	-7	-1	-2

Part of the list above in order of number of heavy atoms, low to high:
SMILES	NR1D1 modulator	PLC-gamma1 inh	hcDAF-12 act	hgDAF-12 ag	DAX1 inh-1	ssDAF12 agonist	DAX1 inh-2	PLC-beta3 inh	MBD2 inh	SMARCA2 act	ADAM17 inh
COC(=O)c1ccc2[nH]cc(CCO)c2c1	-1	0	-0.1	-0.2	0.3	-1.3	0.6	1	-7	-1	-2
COc1cc(Cl)ccc1OCc1cc(C(=O)N(C)CC2CCCCO2)no1 (centres undefined)	1	-1	1.6	12*	0.3	-1.0	1.4	-12	-1	6	-1
Cc1ccc(S(=O)(=O)NCC(=O)OCC(=O)Nc2ccc(C)c(S(=O)(=O)N3CCOCC3)c2)cc1	-1	1	-0.2	-3.7	0.6	-1.3	0.3	0	-4	-4	6

Other structures
SMILES	NR1D1 modulator	PLC-gamma1 inh	hcDAF-12 act	hgDAF-12 ag	DAX1 inh-1	ssDAF12 agonist	DAX1 inh-2	PLC-beta3 inh	MBD2 inh	SMARCA2 act	ADAM17 inh
COc1ccc(NC(=O)N2CCCC(c3nc(-c4ccc(OC)cc4)no3)C2)cc1 (centres undefined)	-3	1	-0.6	4.4	-1.3	-1.6	0.5	2	7	2	3
Cc1ccc(CNC(=O)CNC(=S)N(Cc2ccccc2)Cc2ccccc2F)cc1	7	2	-1.0	-1.8	-0.2	-1.0	-1.0	-7	5	-4	4
Cc1ccc(C(=O)NC2CCCCCC2)o1	0	2	0.2	2.1	-0.6	-1.2	-1.8	1	-2	-2	0
Cc1cc(C)c(C(=O)Cn2cnc3cc([N+](=O)[O-])ccc3c2=O)cc1C	3	-5	-2.7	-1.1	-1.0	-0.9	-0.5	-13	3	-4	-6
COc1cc(OC)c(NC(=O)c2cccc(F)c2)cc1Cl	5	-3	4.9	-1.6	0.4	1.2*	-0.5	2	5	-2	3
O=c1[nH]cc(F)c(=O)n1C1OC(CO)C(O)C1O (centres undefined)	-1	-1	-0.2	0.2	0.0	-0.5	nt	3	2	-4	-4
Cc1ccc2[nH]c(=O)c(C3C(C#N)=C(N)Oc4c3ccc3cccnc43)cc2c1 (centres undefined)	-5	-50	2.9	4.6	0.9	1.1*	1.1	-65	-5	-2	-2
O=C(/C=C1\C(=O)Nc2ccccc21)/C=C1\C(=O)Nc2ccccc21	-2	-13	11*	2.3	-0.3	0.5	-0.8	-13	-17	1	-2
CS(=O)(=O)N(CC(=O)O)c1ccc(Oc2ccccc2)cc1	-3	0	-0.6	2.0	-0.3	-1.0	0.5	2	3	-1	-3
O=C(Nc1ccccc1Cl)c1ccc(=O)[nH]n1	4	6	-0.7	-0.5	-0.2	-1.2	0.4	-2	-7	2	-2
COc1ccc(NC(=O)CCn2c(=S)[nH]c3ccccc3c2=O)cc1OC	7	0	-1.8	-0.7	1.7	-1.1	-0.4	-3	2	0	-3
CCN(CC(=O)Nc1ccc2c(c1)CCC2)Cc1nc2ccccc2c(=O)[nH]1	-2	-5	-1.1	2.2	-1.1	-0.9	-1.8	-1	4	4	-3
CC(C)C(NC(=O)c1c(F)cccc1F)C(=O)NCc1ccncc1 (centres undefined)	-6	0	-0.2	-1.9	0.0	-1.6	0.8	-10	7	-2	-8
Cc1ccc(S(=O)(=O)N2CCCCC2)cc1NC(=O)COC(=O)c1ccc(=O)[nH]c1	4	0	0.1	-1.1	1.1	-0.8	-0.8	-3	0	1	-1
CC(=O)Nc1ccc(OCC(O)Cn2c(C)nc3ccccc32)cc1 (centres undefined)	2	4	0.9	-3.4	-0.8	-0.5	-0.5	6	4	-1	0
Cc1nc(NCC2CCCO2)nc2c1C(=O)CC(C)(C)C2 (centres undefined)	-4	2	0.4	1.9	-0.1	-1.5	0.5	1	-9	1	-1
Cc1ccc(SCC(=O)Nc2cccc(S(=O)(=O)N3CCOCC3)c2)cc1C	-2	2	-1.8	-3.0	0.6	-1.3	-1.1	-1	2	-3	0
O=C(c1ccccc1)c1cccc[n+]1[O-]	-2	3	-1.3	0.2	-0.1	-1.4	6.2*	-6	-2	1	-2
COc1ccc(C)cc1S(=O)(=O)Nc1ccc2c(c1)OCCO2	-2	-1	-3.1	-2.0	-0.2	-1.0	1.5	0	3	-4	-6
CCC1=NN(C(=O)Cc2ccc(OC)cc2)C(O)(C(F)(F)F)C1 (centres undefined)	-6	-2	-3.1	3.1	0.2	-1.7	-0.1	-1	0	-2	-4
Cc1ccc(-c2cc(C(=O)Nc3nccs3)c3ccccc3n2)c(C)c1	6	-8	-3.7	-1.5	-1.7	-1.6	-1.2	-4	-5	-4	2
COc1cc(OC)cc(C(=O)Nc2ccc([N+](=O)[O-])cn2)c1	-2	0	-2.2	0.3	0.2	-1.3	-1.1	1	5	-1	-2
CCCN1C2CCCC1CC(NC(=O)c1ccc(C(C)(C)C)cc1)C2 (centres undefined)	9	3	1.0	0.3	0.1	-1.0	-1.3	-4	0	4	-3
COc1ccccc1-c1nc(NC(C)=O)n[nH]1	0	-3	3.9	1.4	-0.2	1.8*	nt	-2	8	0	-7
O=C(Cn1c(Cc2ccccc2)nc2ccccc21)NCc1ccc2c(c1)OCO2	2	1	-3.2	-0.1	0.1	-1.1	-2.6	-3	3	-3	-4
O=C(COc1ccc(Cl)cc1)NCCN1CCCCC1	-5	1	2.1	1.4	0.7	0.5	-1.2	-4	-2	-2	-5
CC1CN(c2nc3c(c(=O)n(C)c(=O)n3C)n2Cc2c(F)cccc2Cl)CC(C)O1 (centres undefined)	-2	-2	-1.5	-0.9	0.2	-1.1	1.6	3	3	-1	-3
C=CC[C@@H](Cc1ccc(F)cc1)C(=O)OC[C@@H]1CCCN1C(=O)[C@@H](CC=C)CC(=O)N[C@H](CO)Cc1ccccc1	0	2	-4.3	-6.4	-1.2	-1.7	-2.5	6	-2	-2	4
COC(=O)[C@@H](NC(=O)N1CCC(C)CC1)C(C)C	-2	-1	-1.3	4.1	-0.3	-1.0	4.9*	-7	-1	3	-1
OCC[C@@H]1C[C@H](O)[C@@H](O)[C@]2(OCc3ccccc32)O1	-1	-4	-0.3	3.0	-0.7	-1.1	0.5	-1	4	-1	-2
Cc1cc(NC(=O)CSCC(=O)Nc2ccccc2N2CCCCC2)no1	0	3	0.7	0.4	0.7	-0.8	0.5	3	2	2	-1
COc1ccc2cc(C(=O)NCc3ccccc3CN3CCCC3)ccc2c1	1	-8	-1.5	-0.4	1.5	-1.4	-0.5	-8	2	1	-17
O=C(CN1CCCC1c1ccc2c(c1)OCCO2)NC(=O)Nc1ccccc1 (centres undefined)	10	0	0.6	0.0	-0.1	-1.4	0.7	-11	2	0	-2

Compound activity as filed in PubChem.
